SIAH1 antagonists: blockers of Siah-1 interaction with plectin peptide – biochemical, fluorescence polarization, rhodamine-plectin, uHTS, primary screen (AID 1817); Siah-1 / rhodamine-plectin peptide fluorescence polarization; higher % means a stronger effect; one-dose displacement, % at 20 µM; IC50 in µM for titrated hits; actives 0.02% (n = 290,000);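 active means displacement of at least 50% at 20 µM, with a fluorescence ratio check between 0.3 and a set limit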;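 further: plate controls were Siah plus tracer with DMSO for no effect and tracer alone without Siah for full effect; strong numbers were not always called active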
P. falciparum M17LAP: P. falciparum M17LAP inhibitors, primary screen, biochemical, fluorogenic H-Leu-NHMec substrate, 1536-well (AID 1619). recombinant M17LAP, H-Leu-NHMec fluorogenic kinetic assay; higher % means a stronger effect. actives 0.38% (n = 220,000). inhibition, % at 30 µM; hits with a dose series show IC50 in µM;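 active means compound inhibiting the enzyme by more than half at any dose during confirmatory dose-response retesting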;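 further: plate controls were full reaction with DMSO carrier for no effect and no enzyme background for full effect; strong numbers were not always called active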
PMI inhibitors: MPI enzyme activity inhibition – biochemical, fluorescence intensity, coupled assay, primary screen (AID 1209) | purified PMI enzyme, coupled fluorescence intensity; higher % means a stronger effect | inhibition, % at 20 µM, or IC50 in µM where a hit was titrated | actives 0.42% (n = 190,000);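 further: plate controls were DMSO vehicle for no effect and wells lacking substrate for full effect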
XIAP displacement: small molecules displacing peptide from XIAP – biochemical, IAP family, fluorescence polarization (AID 1018) | XIAP BIR domain, fluorescence polarization peptide displacement; higher % means a stronger effect | displacement, % at 20 µM, or IC50 in µM where a hit was titrated | actives 0.007% (n = 200,000); in the data active means displacement above about 50%; further: a part of the inactive calls stands beside numbers as strong as those of hits
M1AAP inhibition: malaria alanyl aminopeptidase activity blockers – biochemical, fluorogenic H-Leu-NHMec substrate, 1536-well (AID 1445); actives 0.42% (n = 220,000); recombinant M1AAP, H-Leu-NHMec fluorogenic kinetic assay; higher % means a stronger effect; one-dose inhibition, % at 30 µM; IC50 in µM for titrated hits;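 active means primary inhibition above the hit cutoff, then over 50% inhibition at one or more dose response concentrations, cut at about 23% in these data, passing the limit was not always enough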;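 further: plate controls were DMSO full reaction for no effect and no enzyme background for full effect; strong numbers were not always called active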
Hep lipid drop: hepatic lipid droplet formation modulation; AML12 mouse hepatocytes, oleate lipid droplets, BODIPY imaging; inhibition, % at 6.5 µM; actives 0.4% (n = 240,000); AID 1656;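 active means lipid droplet intensity inhibited by at least 50%, with more than 500 cells counted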
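Assay system: AML12 hepatocytes (mouse) / Also added: 100 µM oleic acid challenge / Times: overnight treatment with compound plus oleate / Detection: high-content imaging of BODIPY-stained droplets and DAPI nuclei / Evaluation: % inhibition of lipid droplet signal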
K1F lysis inhibition: inhibition of K1F phage lysis, E. coli UTI89, bacterial capsule biogenesis inhibitors, alamar blue (AID 488966); E. coli UTI89 K1F phage lysis, alamar blue, 2 h; higher % means a stronger effect; one-dose inhibition, % at 100 µM; IC50 in µM for titrated hits; actives 0.02% (n = 340,000);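 active means phage lysis inhibition, versus mean bacterial control, above a set limit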;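 further: capsule biogenesis inhibitors block K1F phage lysis so surviving cells raise fluorescence; higher fluorescence means more inhibition of phage lysis; actives were called in the ten point dose series up to 300 µM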
TNAP activators: human TNAP enzyme activators, primary screen, biochemical, luminescent, no phosphate acceptor, uHTS (AID 1001) | purified TNAP, luminescent activation assay, no phosphate acceptor; higher activation fold means a stronger effect | activation fold at 20 µM, or EC50 in µM where a hit was titrated | actives 0.03% (n = 200,000); in the data active means activation fold from about 3, or a potency from the dose series; inactive means the rest, 99 in 100 with activation fold below about 1.6; further: many of its hits are not listed in these tables
PMI inhibition: human PMI inhibitors, high substrate, primary screen, biochemical, fluorescence intensity, high mannose 6-phosphate (AID 1220). recombinant PMI enzyme, coupled fluorescence intensity; higher % means a stronger effect. one-dose inhibition, % at 20 µM; IC50 in µM for titrated hits. actives 0.66% (n = 190,000)
Hep lipid drop cells 6.5 µM: also measured in Hep lipid drop; calls as there; cell count; measured here: cell count, cytotoxicity flag;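 cells counted across two imaged fields per well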
The depositor's hits bear a star; [ ] = another dose, or the depositor's remark. Unless noted, no stated cut-off is given here; in the data, active means inhibition above about 50%; inactive means the rest.

What do the screens show for `Cc1ccccc1NC(=O)c1ccc([N+](=O)[O-])o1`?
SIAH1 antagonists: 7.5%; PMI inhibitors: 9.3%; XIAP displacement: 0.9%; Hep lipid drop: -6.3; K1F lysis inhibition: -0.1%; TNAP activators: 1.1; PMI inhibition: 6.1%; Hep lipid drop cells 6.5 µM: 714

What do the screens show for `Cc1ccc(C(=O)NNC(=O)Cc2csc(-c3csc(C)n3)n2)cc1`?
SIAH1 antagonists: 9.7%; P. falciparum M17LAP: 8.3%; M1AAP inhibition: 5.5%; Hep lipid drop: -0.2; K1F lysis inhibition: -1.3%; Hep lipid drop cells 6.5 µM: 724

How did O=C1NC(=S)N/C1=C\c1ccc(Oc2ccc(C(F)(F)F)cc2[N+](=O)[O-])c(Cl)c1 do in these assays?
SIAH1 antagonists: 2.7%; P. falciparum M17LAP: -1.8%; M1AAP inhibition: 3.8%; Hep lipid drop: 12.3; K1F lysis inhibition: -0.1%; Hep lipid drop cells 6.5 µM: 697

Results for COc1ccc(C2C(C#N)=C(N)Oc3n[nH]c(C)c32)cc1CN1CCN(c2ccc(F)cc2)CC1 (stereo not given) ?
SIAH1 antagonists: -2.3%; P. falciparum M17LAP: 9.1%; PMI inhibitors: -3.7%; XIAP displacement: -2.5%; M1AAP inhibition: 7.4%; K1F lysis inhibition: 0.6%; TNAP activators: 1; PMI inhibition: 4.3%

How did O=C(CSCCO)Nc1cccc(C(F)(F)F)c1 do in these assays?
SIAH1 antagonists: 5.6%; P. falciparum M17LAP: 15.3%; PMI inhibitors: 10.7%; XIAP displacement: -5.2%; M1AAP inhibition: -1.7%; Hep lipid drop: 4.0; K1F lysis inhibition: 6.3%; TNAP activators: 1.1; PMI inhibition: 4.8%; Hep lipid drop cells 6.5 µM: 763

How did CCn1nc(C)c(NC(=O)c2cnn3c(C(F)F)cc(-c4ccccc4)nc23)c1C do in these assays?
SIAH1 antagonists: -1.7%; P. falciparum M17LAP: 14.3%; PMI inhibitors: -4.1%; XIAP displacement: -7.2%; M1AAP inhibition: 8.6%; Hep lipid drop: 0.8; K1F lysis inhibition: 0.1%; TNAP activators: 1; PMI inhibition: -11.1%; Hep lipid drop cells 6.5 µM: 669

What do the screens show for `CC(=O)N1CCc2cc(S(=O)(=O)Nc3cccc(C(F)(F)F)c3)ccc21`?
SIAH1 antagonists: 2.4%; P. falciparum M17LAP: 1.0%; PMI inhibitors: 7.2%; XIAP displacement: -6.2%; M1AAP inhibition: 0.2%; K1F lysis inhibition: 1.8%; TNAP activators: 1.2; PMI inhibition: 4.2%

What do the screens show for `CCc1ccc2nc(NC3=NCN(CCN4CCOCC4)CN3)nc(C)c2c1`?
SIAH1 antagonists: -2.6%; PMI inhibitors: -4.9%; XIAP displacement: -5.8%; TNAP activators: 1.1; PMI inhibition: -0.6%

What do the screens show for `O=C(Nc1nc2ccccc2n1CCN1CCCCC1)C1CCCCC1`?
SIAH1 antagonists: 3.6%; P. falciparum M17LAP: 8.4%; PMI inhibitors: -4.4%; XIAP displacement: -0.1%; M1AAP inhibition: -5.2%; K1F lysis inhibition: 0.1%; TNAP activators: 1.1; PMI inhibition: -3.4%

What do the screens show for `O=C(Cn1ncc2c(=O)oc3ccccc3c21)N1CCC(N2CCCCC2)CC1`?
SIAH1 antagonists: 0.2%; P. falciparum M17LAP: 5.6%; PMI inhibitors: 19.9%; XIAP displacement: -4.4%; M1AAP inhibition: 7.4%; Hep lipid drop: -23.4; K1F lysis inhibition: 3.2%; TNAP activators: 1.2; PMI inhibition: 17.8%; Hep lipid drop cells 6.5 µM: 686

How did CCOC(=O)c1ccc(NC(=O)Cn2nnc3ccccc32)cc1 do in these assays?
SIAH1 antagonists: -6.9%; P. falciparum M17LAP: 1.4%; PMI inhibitors: 8.2%; XIAP displacement: -20.0%; M1AAP inhibition: 2.1%; K1F lysis inhibition: 1.1%[50 µM]; TNAP activators: 1.1; PMI inhibition: 11.9%

How did COc1ccc(-c2[nH]ncc2Oc2ccccc2OC)c(O)c1 do in these assays?
SIAH1 antagonists: 1.9%; P. falciparum M17LAP: -3.5%; PMI inhibitors: 13.0%; XIAP displacement: 0.1%; M1AAP inhibition: 7.8%; Hep lipid drop: -3.6; K1F lysis inhibition: -3.2%; TNAP activators: 1; PMI inhibition: 13.8%; Hep lipid drop cells 6.5 µM: 786

Overlap with the part before: 2 compounds; new compounds follow.
How did CCOC(=O)c1ccc(NC(=O)Cn2nnc3ccccc32)cc1 do in these assays?
SIAH1 antagonists: -6.9%; P. falciparum M17LAP: 1.4%; PMI inhibitors: 8.2%; XIAP displacement: -20.0%; M1AAP inhibition: 2.1%; K1F lysis inhibition: 1.1%[50 µM]; TNAP activators: 1.1; PMI inhibition: 11.9%

How did COc1ccc(-c2[nH]ncc2Oc2ccccc2OC)c(O)c1 do in these assays?
SIAH1 antagonists: 1.9%; P. falciparum M17LAP: -3.5%; PMI inhibitors: 13.0%; XIAP displacement: 0.1%; M1AAP inhibition: 7.8%; Hep lipid drop: -3.6; K1F lysis inhibition: -3.2%; TNAP activators: 1; PMI inhibition: 13.8%; Hep lipid drop cells 6.5 µM: 786

How did COc1ccc(-n2cnc3cc(NCc4ccco4)ccc32)cc1 do in these assays?
SIAH1 antagonists: 5.3%; P. falciparum M17LAP: 7.6%; PMI inhibitors: 15.7%; XIAP displacement: -5.1%; M1AAP inhibition: 8.2%; Hep lipid drop: 9.8; K1F lysis inhibition: 1.1%; TNAP activators: 1.1; PMI inhibition: 15.2%; Hep lipid drop cells 6.5 µM: 766

How did COc1ccccc1Oc1ccc2c(c1)C(=O)N(c1cccc(O)c1)C2=O do in these assays?
SIAH1 antagonists: 4.3%; P. falciparum M17LAP: -3.9%; PMI inhibitors: 10.3%; XIAP displacement: -5.3%; M1AAP inhibition: 17.3%; K1F lysis inhibition: -0.4%; TNAP activators: 1.1; PMI inhibition: 16.0%

What do the screens show for `N#CCCSc1nc(N2CCOCC2)c2c(c1C#N)CCCC2`?
SIAH1 antagonists: -4.6%; P. falciparum M17LAP: -0.6%; PMI inhibitors: 12.0%; XIAP displacement: -6.5%; M1AAP inhibition: -1.0%; Hep lipid drop: 13.2; K1F lysis inhibition: -0.1%; TNAP activators: 1; PMI inhibition: 11.6%; Hep lipid drop cells 6.5 µM: 659

What do the screens show for `COc1cc(-c2nc(CN(C)Cc3nnc(C)o3)c(C)o2)ccc1F`?
SIAH1 antagonists: 3.1%; P. falciparum M17LAP: -7.6%; PMI inhibitors: -3.3%; XIAP displacement: -4.1%; M1AAP inhibition: -0.8%; Hep lipid drop: -13.9; K1F lysis inhibition: 0.0%; TNAP activators: 1.1; PMI inhibition: 1.6%; Hep lipid drop cells 6.5 µM: 604

How did CCOC(=O)c1c(C)n(C)c2cc([N+](=O)[O-])c(O)c([N+](=O)[O-])c12 do in these assays?
SIAH1 antagonists: -4.2%; P. falciparum M17LAP: 8.9%; M1AAP inhibition: 11.5%; Hep lipid drop: -1.5; K1F lysis inhibition: 0.1%; Hep lipid drop cells 6.5 µM: 737

Results for CC(=O)/C(N=Nc1cc2c(cc1[N+](=O)[O-])OCCO2)=C(\C)O ?
SIAH1 antagonists: 2.2%; P. falciparum M17LAP: -4.5%; PMI inhibitors: 6.3%; XIAP displacement: -2.9%; M1AAP inhibition: 0.1%; Hep lipid drop: 3.8; K1F lysis inhibition: -0.6%; TNAP activators: 0.9; PMI inhibition: 3.2%; Hep lipid drop cells 6.5 µM: 698

Results for COc1ccc(Br)cc1C(=O)N/N=C/c1ccc([N+](=O)[O-])cc1 ?
SIAH1 antagonists: 41.4%; P. falciparum M17LAP: 13.2%; PMI inhibitors: -2.1%; XIAP displacement: -3.9%; M1AAP inhibition: 4.7%; Hep lipid drop: -1.3; K1F lysis inhibition: -0.4%; TNAP activators: 1.1; PMI inhibition: -8.0%; Hep lipid drop cells 6.5 µM: 671

How did Cc1ccc2c(c1)c1c3n2CCN=C3CCC1 do in these assays?
SIAH1 antagonists: 2.7%; P. falciparum M17LAP: 8.8%; PMI inhibitors: -33.6%; XIAP displacement: -3.9%; M1AAP inhibition: 12.7%; K1F lysis inhibition: 0.6%; TNAP activators: 1.1; PMI inhibition: -27.4%

How did CCOC(=O)c1nnn(CC(=O)Nc2cccc(OC)c2)c1C(=O)OCC do in these assays?
SIAH1 antagonists: -3.4%; P. falciparum M17LAP: -9.1%; PMI inhibitors: 5.3%; XIAP displacement: -8.2%; M1AAP inhibition: -5.6%; Hep lipid drop: 12.9; K1F lysis inhibition: 1.1%; TNAP activators: 1.1; PMI inhibition: -2.2%; Hep lipid drop cells 6.5 µM: 852

Results for O=C1COc2ccc(C(=O)COc3ccc([N+](=O)[O-])cc3)cc2N1 ?
SIAH1 antagonists: 5.7%; P. falciparum M17LAP: -2.0%; M1AAP inhibition: -8.6%; Hep lipid drop: -7.9; K1F lysis inhibition: -0.2%; Hep lipid drop cells 6.5 µM: 699

What do the screens show for `CCCSc1cc(NCCOC(C)=O)c([N+](=O)[O-])c2nonc12`?
SIAH1 antagonists: -0.3%; P. falciparum M17LAP: -10.5%; PMI inhibitors: 27.6%; XIAP displacement: -5.9%; M1AAP inhibition: 3.7%; Hep lipid drop: 6.9; K1F lysis inhibition: -5.4%; TNAP activators: 1; PMI inhibition: 57.6%*; Hep lipid drop cells 6.5 µM: 680

Results for O=C(COc1cccnc1[N+](=O)[O-])NCc1cccs1 ?
SIAH1 antagonists: 5.1%; P. falciparum M17LAP: -1.4%; PMI inhibitors: -6.0%; XIAP displacement: -6.1%; M1AAP inhibition: 4.1%; Hep lipid drop: 21.5; K1F lysis inhibition: 0.6%; TNAP activators: 1.1; PMI inhibition: 3.0%; Hep lipid drop cells 6.5 µM: 687

How did O=C(CC1C(=O)NCCN1Cc1c(F)cccc1Cl)NC1CCCC1 (stereo not given) do in these assays?
SIAH1 antagonists: 2.7%; P. falciparum M17LAP: -5.7%; PMI inhibitors: 5.0%; XIAP displacement: -9.1%; M1AAP inhibition: -1.9%; Hep lipid drop: -8.9; K1F lysis inhibition: -3.1%; TNAP activators: 1.1; PMI inhibition: 9.8%; Hep lipid drop cells 6.5 µM: 680

How did Cc1sc(NC(=O)CN2CCN(c3ccccn3)CC2)c(C#N)c1C do in these assays?
SIAH1 antagonists: 5.1%; P. falciparum M17LAP: -2.1%; PMI inhibitors: 3.1%; XIAP displacement: -5.7%; M1AAP inhibition: -1.9%; Hep lipid drop: 14.3; K1F lysis inhibition: 3.6%; TNAP activators: 1.1; PMI inhibition: 2.5%; Hep lipid drop cells 6.5 µM: 664

Results for NC(=O)/C(=C\c1cccnc1)NC(=O)c1ccccc1 ?
SIAH1 antagonists: -1.9%; P. falciparum M17LAP: 1.3%; PMI inhibitors: -16.8%; XIAP displacement: -5.3%; M1AAP inhibition: 6.3%; Hep lipid drop: 0.6; K1F lysis inhibition: 0.1%; TNAP activators: 1; PMI inhibition: -18.8%; Hep lipid drop cells 6.5 µM: 711

From PubChem
